# MsrA act – activators of bovine methionine sulfoxide reductase A; purified bovine MsrA, absorbance read-out; activation, % at 10.6 µM; actives 0.3% (n = 360,000); AID 602163; in the data active = activation above about 7.5%;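 also: 0% = vehicle and 100% = reference activator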
# DNMT1 block – inhibitors of human DNMT1 | DNMT1 molecular beacon, Hinp1I cleavage, fluorescence | actives 0.83% (n = 360,000) | AID 588458 | inhibition (reported as % activation of signal), % at 10 µM; in the data active = inhibition above about 50%
# STEP inh – blocks human striatal-enriched tyrosine phosphatase. AID 588621. actives 0.25% (n = 360,000). recombinant STEP, OMFP fluorogenic substrate, fluorescence. inhibition, % at 20 µM. P54829;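 active = inhibition at 20 µM, scaled per plate between control wells, above about 37%, limit read from the data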;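 also: 0% = DMSO with enzyme and substrate and 100% = substrate only without enzyme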
#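 Test system: STEP tyrosine phosphatase / Reagent: OMFP at 25 µM / Doses: 20 µM, 1% DMSO / Read-out: percent inhibition scaled to no-enzyme and uninhibited-enzyme controls, plate-pattern corrected / Detection: FITC-channel fluorescence of OMFP product / Medium: Bis-Tris buffer pH 6.0, 2.5 mM DTT, 0.005% Tween 20 / Schedule: 20 min at room temperature, dark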
# TbMetRS inhib – Trypanosoma brucei MetRS inhibition | purified T. brucei MetRS, ATP depletion, Kinase-Glo luminescence | inhibition, % at 11.9 µM | actives 0.4% (n = 360,000);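 active = inhibition above a per-plate cutoff of the control wells' mean inhibition plus 3 SD, cut at about 5.5% in these data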;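 also: 0% = DMSO wells median and 100% = median of wells with control inhibitor compound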
#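 Measured by: Kinase-Glo luciferase luminescence reporting remaining unconsumed ATP. Material: purified T. brucei MetRS enzyme. Doses: 11.9 µM compound single dose, 0.9% DMSO. Medium: HEPES buffer containing pyrophosphatase, BSA, spermine, DTT. Times: 15 min preincubation, 2 h reaction, all 25 °C. Reagent: methionine, ATP and bulk E. coli tRNA.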
# Scp1 inh – blocks human Scp-1 phosphatase activity; Q9GZU7; Recombinant Scp1, phosphopeptide, malachite green phosphate absorbance; inhibition, % at 20 µM; actives 0.88% (n = 340,000); AID 493091;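 active = inhibition above about 50% at 20 µM, limit read from the data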;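 also: plate controls were DMSO wells with enzyme for no effect and wells lacking enzyme for full effect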
#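 Incubation: 45 min enzyme reaction at room temperature / System: truncated SCP-1 phosphatase (76-261aa) / Reagent: Phospho 17-mer peptide substrate / Buffer or medium: Acidic Tris acetate buffer with magnesium and detergent / Signal: absorbance at 630 nm / Doses: one concentration, 20 µM, with 1.0% DMSO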
# CendR NRP1 mod – NRP-1/CendR interaction modulation. FAM-RPARPAR peptide binding to NRP-1, fluorescence polarization. actives 0.85% (n = 360,000). inhibition, % at 25 µM;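 active = inhibition or corrected inhibition above about 18%, plus a signal ratio from 0.5 to 1.5, limit read from the data, passing the limit was not always enough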; also: strong numbers were not always called active
# Target sequence (O14786 whole entry, looked up): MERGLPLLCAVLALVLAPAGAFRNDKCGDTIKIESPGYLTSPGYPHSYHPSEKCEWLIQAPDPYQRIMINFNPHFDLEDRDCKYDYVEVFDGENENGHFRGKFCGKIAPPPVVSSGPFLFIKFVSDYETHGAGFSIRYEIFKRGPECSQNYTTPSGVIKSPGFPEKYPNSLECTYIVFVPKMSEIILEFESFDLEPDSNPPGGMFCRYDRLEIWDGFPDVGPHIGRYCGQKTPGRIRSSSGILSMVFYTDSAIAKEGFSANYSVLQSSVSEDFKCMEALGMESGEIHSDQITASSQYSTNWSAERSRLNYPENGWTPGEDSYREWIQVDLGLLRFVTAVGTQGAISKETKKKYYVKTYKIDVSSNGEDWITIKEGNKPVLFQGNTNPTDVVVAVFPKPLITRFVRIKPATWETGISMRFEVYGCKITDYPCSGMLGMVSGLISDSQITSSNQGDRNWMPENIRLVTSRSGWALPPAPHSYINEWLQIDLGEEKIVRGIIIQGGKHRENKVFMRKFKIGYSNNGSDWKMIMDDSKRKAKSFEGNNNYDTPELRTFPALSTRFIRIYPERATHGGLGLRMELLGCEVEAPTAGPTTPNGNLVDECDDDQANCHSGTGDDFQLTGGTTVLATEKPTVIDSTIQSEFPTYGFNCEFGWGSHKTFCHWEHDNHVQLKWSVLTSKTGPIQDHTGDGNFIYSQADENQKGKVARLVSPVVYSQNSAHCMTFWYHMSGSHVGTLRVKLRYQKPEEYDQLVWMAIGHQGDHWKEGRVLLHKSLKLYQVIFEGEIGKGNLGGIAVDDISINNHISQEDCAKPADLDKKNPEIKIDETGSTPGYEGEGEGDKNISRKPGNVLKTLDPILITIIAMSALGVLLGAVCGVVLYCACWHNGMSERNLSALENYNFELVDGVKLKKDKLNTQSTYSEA
# E coli Lon inh – inhibitors of E. coli Lon protease. P0A9M0. purified E. coli Lon protease, fluorescence polarization. inhibition, % at 7.94 µM. actives 0.42% (n = 360,000); in the data active = inhibition above about 13%, passing the limit was not always enough;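 also: 0% = enzyme with probe and DMSO and 100% = no enzyme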
# LMPTP inh – LMPTP (human) inhibition; P24666; recombinant LMPTP-A, OMFP fluorogenic substrate, fluorescence intensity; inhibition, % at 20 µM; actives 0.22% (n = 360,000);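 active = compounds that cut the enzyme signal by at least half of the control window in the single-dose screen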;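 also: plate controls were DMSO wells with enzyme plus substrate for no effect and substrate without enzyme for full effect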
# Target sequence (P24666 whole entry, looked up): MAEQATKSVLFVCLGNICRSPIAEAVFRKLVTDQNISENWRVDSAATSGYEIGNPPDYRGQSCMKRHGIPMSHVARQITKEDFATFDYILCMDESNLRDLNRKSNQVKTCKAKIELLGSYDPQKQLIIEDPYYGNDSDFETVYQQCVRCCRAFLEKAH
#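 Test system: LMPTP-A phosphatase enzyme; input: 0.625 nM LMPTP-A final; reagent: OMFP substrate, 400 µM final; compound dosing: 20 µM single dose, 3% DMSO; incubation: 50 min dark incubation at room temperature; measured by: endpoint fluorescence intensity from OMFP dephosphorylation; measure: % inhibition relative to no-enzyme and uninhibited control wells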
# SUMO1 PPI mod – SUMO1-SIM interaction modulation; SUMO1 binding to a labelled peptide, TR-FRET, 1 h; actives 0.33% (n = 360,000); AID 602429; inhibition, % at 20 µM; P63165; in the data active = inhibition above about 37%
# MsrA inhibitor – inhibits bovine methionine sulfoxide reductase A | inhibition, % at 15.5 µM | purified bovine MsrA, absorbance read-out | AID 651718 | actives 0.75% (n = 360,000); in the data active = inhibition above about 4.5%;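 also: 0% = vehicle wells with enzyme and 100% = reference inhibitor wells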
# Starred values were filed as active, the others as inactive; x = no result given.
STEP inh	SUMO1 PPI mod	E coli Lon inh	Scp1 inh	TbMetRS inhib	LMPTP inh	MsrA act	CendR NRP1 mod	DNMT1 block	MsrA inhibitor	smiles
0	1	7	-11	0.1	0.6	-1	18	1	0.3	CN(C)S(=O)(=O)c1cccc(NC(=O)CCCC2CCCCC2)c1
-6	1	-9	-4	-0.4	-1.0	-1	-11	3	0.6	O=C(CCl)NCc1c(Cl)cccc1-n1cccc1
0	5	5	-4	0.3	0.0	-3	14	12	0.8	CC(c1ccccc1)N(NC(=O)C(O)(c1ccccc1)c1ccccc1)C(=O)c1ccccc1 (stereo not drawn)
-2	2	6	-7	0.5	0.2	-2	-7	0	-0.7	COc1ccc(C2N(c3ccc(OC)cc3)C(=O)C3CCCN32)cc1 (stereo not drawn)
4	-5	6	2	0.5	-0.6	-2	3	2	2.7	O=C(O)c1cccc2c1C(=O)c1ccc(-c3ccc(OC(F)(F)F)cc3)cc1S2(=O)=O
3	0	-1	5	-1.1	1.8	-7	-13	-4	0.4	COc1ccc(OC)c(C2=Nn3c(nnc3C3CCCCC3)SC2)c1
1	4	2	-17	22*	0.4	-1	-13	-6	0.1	OCCCNc1ncnc2c1[nH]c1ccccc12
-2	0	-3	-5	-0.5	0.2	-4	8	-16	-1.1	COc1ccc(NCC(=O)N/N=C/c2c(C)nn(Cc3ccccc3)c2Cl)cc1
0	-16	-10	-16	-0.7	0.4	-7	-2	4	1.4	COC(=O)c1ccc(CSc2nc3c(c(=O)n2-c2ccccc2)SCC3)o1
-1	-3	-8	-5	-0.6	-0.4	1	-2	5	-0.5	CCOc1cc(CNC2CCCC2)cc(Cl)c1OCc1ccccc1
-1	1	-1	x	-0.1	-1.7	1	1	-3	1.5	CC(C)S(=O)(=O)NC(=O)C1(C)CCN1C(=O)Cc1ccccc1 (stereo not drawn)
-2	-8	-9	22	-0.1	-0.9	0	-10	3	-0.4	Cc1cccc(NC(=O)CN2CCN(C(=O)C3CCN(C(=O)/C=C/c4ccccc4)CC3)CC2)c1C
0	-4	4	-4	-0.7	1.9	-10	3	3	-0.3	O=C(c1ccc(-c2cc(Cl)ccc2Cl)o1)N1CCOCC1
-2	-1	-9	-6	-0.3	-1.8	-4	13	0	-0.4	O=C(NCCCn1ccnc1)c1ccc(Br)s1
0	-2	3	59*	0.6	1.0	-2	-6	3	0.0	COc1ccc(NC(=O)CN2C(=O)C(c3ccccc3)=NC23CCCCCC3)cc1
0	-32	-8	-6	0.2	-1.4	-4	3	2	1.0	N#CC1(NC(=O)COC(=O)c2cc([N+](=O)[O-])ccc2N2CCOCC2)CCCCC1
3	-18	5	-12	1.0	0.1	-2	-8	1	-1.6	N#CC1=C(N)Oc2cc(N)ccc2C1c1cccnc1 (stereo not drawn)
4	-5	-34	-5	-1.2	0.8	-8	-38	18	-0.5	O=C1CC(N2C(=O)/C(=C/C=C/c3ccccc3)SC2=S)C(=O)N1c1ccccc1 (stereo not drawn)
-1	0	-8	0	-0.1	1.0	-1	-14	3	0.0	COC(=O)c1c(NC(=O)c2cnccn2)sc2c1CCC2
-2	3	-12	17	-0.9	-1.0	-7	-6	1	2.5	Cc1cccc(NS(=O)(=O)c2c(C)nc3scc(C)n3c2=O)c1
0	-1	-6	-1	-0.5	-0.7	1	-20	1	0.8	COC(=O)c1ccc(OCCn2cnc3ccccc3c2=O)cc1
-2	-5	1	-2	0.1	0.0	-3	2	0	-0.9	Cc1cc(C)n(CC(O)COc2ccc3ccccc3c2)n1 (stereo not drawn)
0	-1	5	-9	-0.4	12	-3	-5	42	-0.6	O=C(Nc1ccccc1C(=O)Nc1ccc(Br)cn1)c1cccc([N+](=O)[O-])c1
3	4	4	-1	-0.9	-1.3	-1	-4	0	1.8	O=[N+]([O-])/C(C(=C(Cl)Cl)N1CCOCC1)=C1\NCCO1
1	-3	-20	-6	0.3	1.0	-1	-6	4	1.1	CCO[C@H]1OC(C(=O)NCc2ccccc2)=C[C@@H](c2ccc3c(c2)OCO3)[C@@H]1CCCO
-6	4	-2	-2	0.2	0.0	-7	6	0	1.0	CC(=O)Nc1ccc(NC(=O)CCn2nnc3ccccc32)cc1
2	-1	-2	-8	-0.3	0.5	-5	-13	2	2.4	CC1CCc2sc(NC(=O)C3CC(Cl)=CCC3C(=O)O)c(C#N)c2C1 (stereo not drawn)
-2	4	1	-11	-1.1	-0.4	-11	-3	-1	-0.2	CN(C)c1c(F)cc(-c2nn[nH]n2)cc1F
-3	0	3	-7	1.0	-2.4	-1	-9	-3	-0.3	O=C(Cc1cccc(C(F)(F)F)c1)NCC(c1ccco1)N1CCCCC1 (stereo not drawn)
-3	-20	-4	11	-0.4	0.0	-14	1	5	1.1	O=c1cccc2n1Cc1cc3ccccc3nc1-2
3	0	0	-11	-0.3	-1.5	-4	-9	1	0.5	Clc1ccc(C(c2ccccc2)N2CCNCC2)cc1 (stereo not drawn)
-1	-8	2	-6	-0.1	-0.4	-2	-13	0	-0.9	Cc1ccc(-n2nc(C)c(C3(O)C(=O)N(C)c4ccccc43)c2N)cc1 (stereo not drawn)
0	3	10	2	-1.2	-0.9	-10	0	-2	-0.2	COc1ccc(OC)c(NC(=O)CCNS(=O)(=O)c2ccc3c(c2)c(=O)n(C)c(=O)n3C)c1
-3	0	0	3	0.3	0.1	1	-2	0	1.5	Cn1c(=O)n(C)c2cc(S(=O)(=O)NCc3ccco3)ccc21
-2	5	-11	7	-0.3	-1.0	7	5	0	-0.1	CC(=O)c1c(C)[nH]c(C(=O)N2CCN(S(=O)(=O)c3ccc(F)c(F)c3)CC2)c1C
2	0	-4	-8	0.3	0.9	-4	-4	-6	0.0	CCCCNc1oc(-c2cccs2)nc1S(=O)(=O)c1ccccc1
-3	0	2	-12	0.3	1.2	-1	4	-9	0.7	N/C(=N\OC(=O)Cc1ccc(-c2ccccc2)cc1)c1ccccn1
5	-5	-27	-10	-0.9	7.4	-2	-50	-3	0.9	COC(=O)c1sc(N2C(=O)C(O)=C(C(=O)c3ccc(C)o3)C2c2ccc(F)cc2)nc1C (stereo not drawn)
-2	2	16	-3	0.0	-1.2	-3	18	6	-0.8	Cc1noc(C)c1C(=O)OC(C)C(=O)N1CCc2ccccc21 (stereo not drawn)
0	-1	-2	-6	-1.0	-5.7	-8	-5	-1	1.9	CC(=O)C1=C(C)OC(N)=C(C#N)C1c1cc2cc(C)c(C)cc2nc1Cl (stereo not drawn)
10	-10	-2	-5	-0.7	-1.0	-4	-5	3	-1.5	N/C(=N\OC(=O)c1cccc(F)c1)c1cccc([N+](=O)[O-])c1
-1	-3	-11	-5	-0.4	-1.4	0	8	0	-0.1	CC(C)Cn1c(N)c(C(=O)COC(=O)C2CCCN2C(=O)c2cccs2)c(=O)n(C)c1=O (stereo not drawn)
1	-11	0	4	-1.0	-5.3	-6	8	5	-0.3	CC(C)N(C(=O)[C@H]1C[C@H](CC(=O)NCCCN(C)C)C(=O)N2CCc3c([nH]c4cc(-c5ccco5)ccc34)[C@]12C)C(C)C
2	-1	0	2	-0.4	0.0	-3	6	1	1.4	Cn1cccc1Cc1nnc(SCC(=O)NCCc2ccccc2)n1C
0	-1	-14	7	-0.3	-0.1	2	11	-3	0.1	Cc1cc(C(=O)NC2CCCC(C)C2C)c2ccccc2n1 (stereo not drawn)
-1	-1	2	-2	-0.2	-1.7	-2	18	6	-0.1	C[C@H](NS(=O)(=O)c1ccc(Cl)cc1)C(=O)OCC(=O)N1CCOCC1
4	-47	0	7	-0.4	1.8	-10	12	4	2.3	COc1ccc(NC(=O)C2CC3C=CC2C3)c([N+](=O)[O-])c1 (stereo not drawn)
-3	4	-11	1	-1.2	1.4	-14	3	2	1.6	Cc1ccc(OCc2ccc(C(=O)Nc3ccc(C(N)=O)cc3)o2)c([N+](=O)[O-])c1
-4	8	-2	x	0.1	1.8	-9	-10	-13	-0.1	CC(=O)Nc1cccc(-c2ccnc3c2CC(C)(C(=O)Nc2ccc(Cl)cc2)O3)c1 (stereo not drawn)
1	0	-4	1	-0.7	15	-9	0	2	1.9	CC(C)CC(C)c1cc(N)nc2nc3ccccc3n12 (stereo not drawn)

# Four entries already listed, ordered by the number in MsrA act, ascending.
STEP inh	SUMO1 PPI mod	E coli Lon inh	Scp1 inh	TbMetRS inhib	LMPTP inh	MsrA act	CendR NRP1 mod	DNMT1 block	MsrA inhibitor	smiles
-2	4	1	-11	-1.1	-0.4	-11	-3	-1	-0.2	CN(C)c1c(F)cc(-c2nn[nH]n2)cc1F
-1	-8	2	-6	-0.1	-0.4	-2	-13	0	-0.9	Cc1ccc(-n2nc(C)c(C3(O)C(=O)N(C)c4ccccc43)c2N)cc1 (stereo not drawn)
-3	0	2	-12	0.3	1.2	-1	4	-9	0.7	N/C(=N\OC(=O)Cc1ccc(-c2ccccc2)cc1)c1ccccn1
-2	5	-11	7	-0.3	-1.0	7	5	0	-0.1	CC(=O)c1c(C)[nH]c(C(=O)N2CCN(S(=O)(=O)c3ccc(F)c(F)c3)CC2)c1C

# Continuation:
STEP inh	SUMO1 PPI mod	E coli Lon inh	Scp1 inh	TbMetRS inhib	LMPTP inh	MsrA act	CendR NRP1 mod	DNMT1 block	MsrA inhibitor	smiles
-2	-2	0	-1	-0.2	-0.8	0	-4	1	0.5	CN(C)C(=O)Nc1cnc2ccccc2c1
2	2	-4	-6	-0.1	0.9	-1	-19	-1	-1.1	COC(=O)[C@@H]1C[C@H]2CC[C@H](O)C[C@H]2N1Cc1ccc(C(F)(F)F)cc1
-4	0	-1	0	-0.2	1.8	-7	-19	0	1.9	O=C(Cc1ccccc1)Nc1ccc(-c2nnc(-c3ccco3)o2)cc1
-1	3	-2	-7	-0.5	0.3	-4	-4	1	0.5	Cc1ccccc1CNC(=O)C(=O)NCC1CCCN1S(=O)(=O)c1ccccc1 (stereo not drawn)
0	-1	-3	0	-0.3	-0.6	3	7	-1	0.8	CCCCCOc1ccc(C2C(C(C)=O)=C(C)Nc3ncnn32)cc1OC (stereo not drawn)
1	5	6	-4	-0.1	5.4	-3	-2	-17	-0.6	CCN(CC)c1ccc(NC(=O)COC(=O)C2CCN(c3ccc(C(F)(F)F)cn3)CC2)cc1
-3	1	-4	8	-0.4	1.7	1	-13	-9	0.2	Cc1ccc2nc(NC(=O)CCCc3nc4ccccc4s3)sc2c1
2	22	2	-4	-0.5	-1.4	-4	-1	0	0.1	CN1CCC(NC(=O)Nc2ccc(Br)cc2)CC1
-5	33	0	3	-1.3	-1.2	-8	9	4	-0.5	Cc1ccc(OCC(=O)N2CCCCC2)c(Br)c1

# Bioassay records deposited in PubChem by several laboratories.
